Screening data: PubChem BioAssay, several laboratories
V-ATPase pH = regulators of yeast V-ATPase proton pumping, primary screen, pHLuorin cytosolic pH fluorescence. S. cerevisiae. response, % at 10 µM. actives 0.37% (n = 350,000); in the data active means response mostly above about 7.3%, no sharp cut-off; inactive means mostly below about 5.4%; further: actives read high; inactives centre near 0; some compounds called inactive have numbers as strong as hits; reference of the scale not given here
MITF act = activators of MITF-driven TRPM1 promoter reporter, primary screen, cell-based, SK-MEL-5, luciferase, single point. activation, % at 12.5 µM. SK-MEL-5 TRPM1-promoter luciferase, 24 h; % of positive control, neutral wells = 0. actives 0.75% (n = 300,000);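 active means mean activation of at least 80% with every replicate also reaching 80%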;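 further: 0% = neutral control wells and 100% = parthenolide positive control wells; values of inactives mirror those of a sister screen read the other way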
PvdQ inh = P. aeruginosa PvdQ acylase inhibitors, primary screen, biochemical, fluorescence, plate reader and imaging, single point; PvdQ acylase [Pseudomonas aeruginosa LESB58]; purified PvdQ acylase; inhibition, % at 10 µM; actives 0.063% (n = 340,000); AID 488965, 2010; in the data active means inhibition above about 30%, passing the limit was not always enough;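 further: 0% = vehicle neutral wells and 100% = reference inhibitor wells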
dFosB activator = activators of delta FosB homodimer, primary screen, biochemical, fluorescence polarization, TAMRA-CDK5 oligo, single point | Protein FosB (Mus musculus), P13346 | purified delta FosB; percent of positive-control signal above neutral wells | activation, % at 25 µM | actives 0.99% (n = 340,000);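 active means mean activation above about 17%, with every replicate also reaching it, limit read from the data, passing the limit was not always enough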;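 further: fluorescence polarization rise as delta FosB binds a TAMRA Cdk5 AP-1 oligo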
Target sequence (P13346 whole entry, looked up): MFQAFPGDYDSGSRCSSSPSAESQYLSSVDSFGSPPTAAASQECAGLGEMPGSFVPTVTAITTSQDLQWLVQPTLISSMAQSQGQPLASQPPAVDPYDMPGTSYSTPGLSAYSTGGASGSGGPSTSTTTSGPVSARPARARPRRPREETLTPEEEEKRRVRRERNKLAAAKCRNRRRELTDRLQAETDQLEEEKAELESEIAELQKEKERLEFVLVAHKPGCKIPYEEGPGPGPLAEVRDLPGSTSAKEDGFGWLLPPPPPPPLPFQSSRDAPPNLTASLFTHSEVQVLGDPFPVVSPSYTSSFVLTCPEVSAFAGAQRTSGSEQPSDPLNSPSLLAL
Wnt bcat act = Wnt/beta-catenin pathway activators, primary screen, cell-based, plate reader, single point | Wnt/beta-catenin reporter cell assay, activator | activation, % at 9.35 µM | actives 1.2% (n = 300,000) | AID 743398, 2014; in the data active means activation above about 30%, passing the limit was not always enough;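 further: 0% = neutral control wells and 100% = positive control wells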
CDK5 p35 inh = inhibitors of human CDK5/p35 kinase, primary screen, biochemical, single concentration; Cyclin-dependent kinase 5 (Homo sapiens) + Cyclin-dependent kinase 5 activator 1 (Homo …; Recombinant CDK5/p35, ADP-Glo luminescence, 60 min; inhibition, % at 10 µM; actives 0.01% (n = 330,000);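 active means highest replicate inhibition of at least 50% and at least 75% of replicates reaching 50%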;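 further: plate controls were DMSO neutral control for no effect and GW8510 at 10 µM for full effect; many of its hits are not listed in these tables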
HTR5A ag = HTR5A agonists in luminescence cell assay, primary screen, counter-screen for OPRM1-OPRD1 heterodimer agonist project, full-deck HTS | 5-hydroxytryptamine receptor 5A (Homo sapiens), P47898 | cell-based | activation, % at 9.3 µM | actives 0.61% (n = 340,000) | AID 504692, 2011; in the data active means activation mostly above about 9.5%, no sharp cut-off; inactive means mostly below about 7.6%;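 further: 0% = cells with vehicle only and 100% = reference agonist; strong numbers were not always called active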
Target sequence (P47898 whole entry, looked up): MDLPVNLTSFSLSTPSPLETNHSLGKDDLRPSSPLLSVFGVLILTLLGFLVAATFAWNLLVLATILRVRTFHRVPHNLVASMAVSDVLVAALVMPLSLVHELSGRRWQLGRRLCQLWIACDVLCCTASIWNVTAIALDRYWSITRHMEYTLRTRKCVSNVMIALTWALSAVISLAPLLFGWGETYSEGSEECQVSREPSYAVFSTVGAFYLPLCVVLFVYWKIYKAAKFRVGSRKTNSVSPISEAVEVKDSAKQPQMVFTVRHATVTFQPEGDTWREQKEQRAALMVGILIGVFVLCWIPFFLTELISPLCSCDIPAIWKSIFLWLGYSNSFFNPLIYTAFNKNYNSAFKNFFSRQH
HTR5A inv ag = HTR5A inverse agonists in luminescence cell assay, primary screen, counter-screen for OPRM1-OPRD1 heterodimer inverse agonist project, full-deck HTS | HTR5A cell line, inverse agonism | inhibition, % at 9.3 µM | AID 504634, 2011 | actives 0.083% (n = 340,000); in the data active means inhibition mostly above about 23%, no sharp cut-off; inactive means mostly below about 18%;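 further: 0% = cells with DMSO and 100% = no-cell wells with DMSO; some compounds called inactive have numbers as strong as hits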
SR-BI DiI inh = inhibitors of SR-BI mediated HDL lipid uptake, primary screen, ldlA[mSR-BI] cells, fluorescence, single point | actives 0.96% (n = 320,000) | Scavenger receptor class B member 1 (Mus musculus), Q61009 | inhibition, % at 12.5 µM | ldlA[mSR-BI] CHO cells, DiI-HDL uptake fluorescence, 3 h;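 active means mean replicate inhibition of at least 70% and a set share of replicates each scoring 70 or more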;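 further: 0% = median of neutral control wells and 100% = median of positive control wells; values of inactives mirror those of a sister screen read the other way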
NSD2 inh = NSD2 histone methyltransferase inhibitors, primary screen, biochemical, AlphaScreen, single concentration, set 2; Histone-lysine N-methyltransferase NSD2 (Homo sapiens), O96028; inhibition, % at 12.5 µM; AID 743445, 2014; actives 0.54% (n = 310,000); NSD2 peptide methylation, 120 min; in the data active means inhibition above about 50%
An asterisk follows results filed as active; . = not tested or not shown.

SMILES	V-ATPase pH	MITF act	PvdQ inh	dFosB activator	Wnt bcat act	CDK5 p35 inh	HTR5A ag	HTR5A inv ag	SR-BI DiI inh	NSD2 inh
COc1cc(O)c(C(CCN2CCCC2)c2cc(OC)c(OC)c(OC)c2)c(OC)c1 (centres undefined)	1	9	-12	6	-2	-0.6	-2	-15	-34	.
N#Cc1c(-c2ccco2)ccn(Cc2ccc(F)cc2)c1=O	0	12	6	-2	-2	-0.9	-3	8	0	0
c1ccc(CN2CCN(c3ncnc4nc[nH]c34)CC2)cc1	-4	9	8	-1	3	1.4	0	-1	-7	.
COc1ccc(CCNC(=S)Nc2cccc(C)c2C)cc1	-3	9	-1	2	-1	-4.1	0	0	37	0
COc1ccc(NC(=O)c2cccnc2Nc2ccc(OC)cc2)cc1	4	4	-11	-5	.	1.2	-2	-27	58	2
O=C(OCC(=O)N1CCCCCC1)c1ccccc1Br	4	75	-9	-1	14	0.1	-5	13	-4	.
Cc1cc(C)c2[nH]c(C(=O)N3CCC(n4nccc4NC(=O)C4CC4)CC3)c(C)c2c1	2	-14	-10	-9	-3	-0.3	2	-6	10	1
CCC(C)(C(=O)NC1CCCCC1)N(C(=O)c1cnccn1)c1c(C)n(C)n(-c2ccccc2)c1=O (centres undefined)	-3	2	-10	0	.	-1.9	7	-17	-11	0
CC(C)c1ccc(NC2CCCN(C(=O)c3cc(C(C)C)[nH]n3)C2)cc1 (centres undefined)	-2	25	-4	-9	-3	.	1	1	-6	13
Cc1ccc(SCC(=O)NCCSC(C)(C)C)cc1	19*	.	-9	-8	8	0.5	-1	18	-8	2
CSCC[C@H](NC(=O)[C@@H]1Cc2ccccc2CN1)C(=O)Nc1ccc2c(c1)OCCO2	-5	5	-16	-11	15	0.5	1	-3	-16	-6
COc1ccc(C(=O)N2CCN(Cc3ccccc3C)CC2)cc1OC	4	9	-1	-2	-5	1.3	-3	29	23	-3
Cc1ccc(NCC(=O)N/N=C/c2cccc(Br)c2)cc1	0	-1	-4	-7	3	-1.9	7	-4	-2	7
Cc1cccc(C)c1NC(=O)CSc1nc(C2CC2)nc2ccccc12	3	-12	-6	20*	-1	-2.1	6	0	.	0
CC(=O)c1cccc(NC(=O)CN2C=NS(=O)(=O)c3ccc(C)cc32)c1	-2	4	-15	-1	0	1.4	-1	25	-7	0
CC1CCN(C(=O)CSCC(=O)O)CC1	-1	1	-7	-2	0	0.9	4	11	6	-4
CCOC(=O)CSc1n[nH]c(-c2cccnc2)n1	-1	14	7	-1	1	0.2	6	-17	1	6
CC(=O)NC(C)c1cc(Cl)c2cccnc2c1O (centres undefined)	-1	-5	1	1	19	-0.9	-7	1	-26	.
O=C(Nc1cccc(Cl)c1)C1=CC=CN2CCS(=O)(=O)N=C12	3	5	-2	-6	0	-0.1	-2	8	-8	1
Cc1nn(C)c(Oc2cccc(Cl)c2)c1C(=O)O	-3	.	-14	3	0	1.1	0	-2	7	-1
COc1ccc(-c2csc(N=C(N)N)n2)cc1	2	75	5	0	29	-0.1	5	-13	11	2
O=C1CC(N2CCOCC2)C(=O)N1c1cc(Cl)cc(Cl)c1 (centres undefined)	0	2	-6	-4	6	-1.5	4	17	-6	-1
Cc1cccc(OCC(O)Cn2c(N3CCCCC3)nc3c2c(=O)[nH]c(=O)n3C)c1 (centres undefined)	-2	-1	-11	-5	-1	0.6	-3	11	-9	1
CC1(c2ccccc2)NC(=O)N(CC(=O)N(CC(=O)Nc2ccccc2C(F)(F)F)Cc2ccco2)C1=O (centres undefined)	-1	9	-12	-10	-4	-1.0	13	-37	-17	0
Nc1n[nH]c(-c2ccccc2)n1	-1	-2	-7	-3	1	-1.0	3	-1	-7	.
Cc1ccc(/C=[N+](\[O-])c2ccc(N(C)C)cc2)c2nsnc12	3	-4	-4	11	-1	0.6	-5	15	16	8
Cc1c(Nc2cc(N3CCCCCC3)c3nonc3c2[N+](=O)[O-])c(=O)n(-c2ccccc2)n1C	-4	.	-10	-4	0	-0.8	-4	5	-26	5
O=C1Nc2ccc3sc4ccccc4c3c2C1=O	3	.	9	.	2	.	.	.	-2	.
O=C(c1cnn2c(C(F)(F)F)cc(-c3ccco3)nc12)N1CCCc2ccccc21	3	3	-9	0	.	1.1	3	6	18	26
CCCNC(=O)c1ccc2c(c1)C1C3CCC(C3)C1C(c1ccccc1)N2 (centres undefined)	19*	-11	-4	-3	.	0.3	3	-9	15	0
COc1ccc2cc(C(=O)NCc3ccco3)c(=Nc3ccc(C(=O)O)cc3)oc2c1	3	-7	0	-2	42*	-2.0	0	3	-4	2
CC(NC(C)c1ccccc1Cl)C(=O)Nc1cccc(S(=O)(=O)N2CCCCC2)c1 (centres undefined)	0	-1	-3	-8	-3	-11	-3	8	12	-2
COc1ccc(S(=O)(=O)Nc2cccc(N(C)S(C)(=O)=O)c2)cc1Br	-1	-9	-2	3	.	-3.0	3	-15	-4	-1
O=C(Cc1ccc([N+](=O)[O-])cc1)N/N=C/c1cccs1	-1	12	-8	-7	9	-1.4	3	0	0	0
CC(C)(C)c1ccccc1OCC(O)CN1CCN(c2ccccn2)CC1 (centres undefined)	-1	0	-11	-7	0	-0.2	0	1	-11	4
CC(C)N=c1scc(-c2cccs2)n1/N=C/c1ccc(O)c(O)c1O	-2	3	-3	-11	.	1.0	14*	-8	53	11
CN(c1ccc(C(=O)Nc2nccs2)cc1)S(=O)(=O)c1ccccc1	-5	49	5	-1	.	-0.2	0	-7	16	2
O=C(COC(=O)c1cc2ccccc2oc1=O)c1cccc([N+](=O)[O-])c1	-2	6	-7	6	2	-0.5	-2	13	-15	-1
CCC1SC2=NC(C)=C(C(=O)OCC(C)C)C(/C=C/c3ccccc3OC)N2C1=O (centres undefined)	-3	.	13	-11	-8	1.9	-7	-14	-3	3
O=S(=O)(NCCc1ccccn1)c1ccc(OC(F)(F)F)cc1	1	-13	1	-3	2	0.3	-2	3	-32	.
Cn1c2c(c(=O)n(C)c1=O)C(C(F)(F)F)(C(F)(F)F)N=C(CCC1CCCCC1)N2	1	-5	-10	-5	-1	0.0	4	-10	14	-3
O=C(CN1C(=O)NC2(CCCCC2)C1=O)Nc1cccc2ncccc12	-1	12	3	-5	-4	-1.1	1	-9	-7	-1
Cc1cc(NC(=O)c2ccc(F)cc2)n(CCOC(=O)c2ccc(F)cc2)n1	-1	-5	-6	0	-3	0.6	5	9	-7	4
CCCCN(C(=O)COc1ccc(NC(C)=O)cc1)C1CCS(=O)(=O)C1 (centres undefined)	0	3	5	-2	-4	1.5	8	0	-26	-5
CC1(C)CC(NC(=O)C2CCC(=O)N(C3CC3)C2)CC(C)(C)C1 (centres undefined)	2	8	-6	-2	1	-1.3	4	20	-11	14
O=C(Nc1nnc(SCCN2CCOCC2)s1)C1CC(=O)N(c2ccc(F)cc2)C1 (centres undefined)	4	-2	-6	-7	0	-0.2	-3	5	3	2
O=C(OCC(=O)N(Cc1ccccc1)C1CCS(=O)(=O)C1)c1cc2c(s1)CCCC2 (centres undefined)	-1	-14	2	-2	-4	-1.3	2	-23	13	-1
Cc1[nH]c(C)c(S(=O)(=O)N2CCN(c3ccccc3F)CC2)c1C(=O)N1CCCC1	2	4	-15	-15	0	-2.0	3	7	-12	3
COc1ccc(C(=O)NNC(=S)NC(=O)c2ccccc2[N+](=O)[O-])cc1	-2	3	-24	-2	-1	-9.2	-5	17	-8	1
CCOc1ccccc1N(C)S(=O)(=O)c1ccc2c(c1)CC(C)N2C(=O)C1CC1 (centres undefined)	1	5	-7	-5	-3	-0.6	1	-3	28	-11
COc1ccc(-c2ccc3oc(-c4ccc(OC)cc4)c(C#CCCO)c3c2)cc1	-1	-11	-18	-15	-8	-1.4	4	-39	45	.
Cc1ccc(C(=O)CCC(=O)CCC(=O)O)cc1	-2	-9	-15	4	.	-1.4	2	1	4	-2
O=[N+]([O-])c1ccc(N2CCN(CCOc3nonc3-c3ccccc3)CC2)c(Cl)c1	5	6	-14	-6	-2	-0.8	2	-13	-4	.
CC12CCC(c3c(CO)nn(-c4ccccc4)c31)C2(C)C (centres undefined)	-2	.	-6	-1	.	-0.3	1	-2	3	-2
NCC(=O)NCC(=O)NC[C@H]1O[C@@H](n2ccc(=O)[nH]c2=O)[C@H](O)[C@@H]1O	4	1	28	-9	-3	-0.2	3	-11	-5	.
FC(F)Oc1ccc(NC(=S)NCc2cccnc2)cc1	-2	4	16	1	-1	1.0	-2	6	-2	-1
CCOc1ccc(C(=O)Cc2cc(OC)c(OC)cc2[N+](=O)[O-])cc1	4	21	-5	-9	0	-0.6	3	-6	15	-2
COc1ccccc1NS(=O)(=O)c1cccc(C(=O)NCC(C)(C)N2CCOCC2)c1	1	4	-13	-12	-3	0.2	1	12	1	-2
COc1ccc(C(=S)N2CCN(c3ccccc3C)CC2)cc1OC	-1	3	-20	-8	-3	-5.2	-3	9	16	25
O=C(CSc1nnnn1Cc1ccccc1)c1ccc(F)cc1	4	8	-8	-5	3	2.2	1	-4	-28	-4

Carrying on:
SMILES	V-ATPase pH	MITF act	PvdQ inh	dFosB activator	Wnt bcat act	CDK5 p35 inh	HTR5A ag	HTR5A inv ag	SR-BI DiI inh	NSD2 inh
COc1ccc(-c2coc(CCC(=O)N3CCN(c4cc(C)ccc4C)CC3)n2)cc1	0	-3	-9	-8	-1	-4.5	1	-5	-24	.
Fc1ccc(CNc2ccc(CNc3ncn[nH]3)cc2)cc1	0	-1	-8	-10	.	0.1	-4	-5	7	2
NC(=O)C1CCN(c2nc(C3CC3)nc3c2nnn3Cc2ccccc2Cl)CC1	-2	2	-7	-19	.	-1.0	-3	-4	14	-2
CSc1ncc(Cl)c(C(=O)Nc2c(C)cccc2C)n1	3	-5	-10	-2	-1	-2.0	-1	4	10	3
CCN(C(=O)CSc1nc2cc(Cl)ccc2c(=O)n1Cc1ccco1)C1CCS(=O)(=O)C1 (centres undefined)	1	-3	-8	-2	-2	0.4	-5	15	-1	0
CN(Cc1ccccc1)C(=O)c1nc2ccccn2c1CN1CCC(N2CCOCC2)CC1	-4	16	-6	1	-1	-2.2	5	16	-27	1
O=C(Cc1ccccc1)NCC(=O)N1CCN(c2ccccc2F)CC1	2	1	-14	-4	2	-3.6	0	0	7	1

A portion of the results above, for reference:
SMILES	V-ATPase pH	MITF act	PvdQ inh	dFosB activator	Wnt bcat act	CDK5 p35 inh	HTR5A ag	HTR5A inv ag	SR-BI DiI inh	NSD2 inh
CSc1ncc(Cl)c(C(=O)Nc2c(C)cccc2C)n1	3	-5	-10	-2	-1	-2.0	-1	4	10	3
CCN(C(=O)CSc1nc2cc(Cl)ccc2c(=O)n1Cc1ccco1)C1CCS(=O)(=O)C1 (centres undefined)	1	-3	-8	-2	-2	0.4	-5	15	-1	0
CN(Cc1ccccc1)C(=O)c1nc2ccccn2c1CN1CCC(N2CCOCC2)CC1	-4	16	-6	1	-1	-2.2	5	16	-27	1
O=C(Cc1ccccc1)NCC(=O)N1CCN(c2ccccc2F)CC1	2	1	-14	-4	2	-3.6	0	0	7	1
